# Bioassay records (PubChem BioAssay)
# VLA-4 inh: inhibition in a human VLA-4 binding assay | VLA-4 expressing cells, ligand binding flow cytometry | 0.2% of 330,000 active | inhibition, % (about 7 µM as worked out from the volumes in the protocol); in the data active means inhibition above about 50%
# Target sequence (P13612 whole entry, looked up): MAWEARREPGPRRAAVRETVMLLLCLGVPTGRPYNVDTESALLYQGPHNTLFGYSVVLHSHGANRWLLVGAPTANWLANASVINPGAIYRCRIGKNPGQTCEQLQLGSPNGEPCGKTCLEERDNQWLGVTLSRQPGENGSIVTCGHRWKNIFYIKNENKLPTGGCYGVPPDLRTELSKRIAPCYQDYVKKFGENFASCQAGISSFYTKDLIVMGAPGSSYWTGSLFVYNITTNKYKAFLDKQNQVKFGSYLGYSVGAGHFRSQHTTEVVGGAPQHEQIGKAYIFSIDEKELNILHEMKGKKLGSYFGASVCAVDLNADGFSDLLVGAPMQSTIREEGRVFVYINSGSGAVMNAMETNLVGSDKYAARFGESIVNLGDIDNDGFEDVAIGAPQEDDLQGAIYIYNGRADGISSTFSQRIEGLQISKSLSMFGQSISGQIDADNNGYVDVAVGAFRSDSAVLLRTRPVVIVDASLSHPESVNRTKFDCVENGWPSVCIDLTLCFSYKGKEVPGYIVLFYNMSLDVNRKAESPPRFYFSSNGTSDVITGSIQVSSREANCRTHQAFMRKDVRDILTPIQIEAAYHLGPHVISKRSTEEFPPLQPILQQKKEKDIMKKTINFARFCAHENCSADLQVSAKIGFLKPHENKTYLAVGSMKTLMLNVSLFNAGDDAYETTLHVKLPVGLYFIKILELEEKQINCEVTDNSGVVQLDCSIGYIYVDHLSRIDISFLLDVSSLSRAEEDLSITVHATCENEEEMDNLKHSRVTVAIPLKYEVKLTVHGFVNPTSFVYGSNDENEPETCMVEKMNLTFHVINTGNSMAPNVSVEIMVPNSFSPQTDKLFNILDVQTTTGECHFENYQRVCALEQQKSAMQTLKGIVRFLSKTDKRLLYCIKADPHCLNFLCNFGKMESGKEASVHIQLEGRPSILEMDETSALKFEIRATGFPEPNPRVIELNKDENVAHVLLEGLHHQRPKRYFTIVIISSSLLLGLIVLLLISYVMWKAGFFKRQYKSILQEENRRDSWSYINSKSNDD
# AGP1-GFP MLPCN: alters AGP1-GFP fluorescence in TOR pathway yeast screen. S. cerevisiae AGP1-GFP multiplex flow cytometry, 3 h; GFP as percent of DMSO wells. GFP response vs DMSO, % at 10 µM. 0.02% of 320,000 active;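 active means GFP response relative to DMSO above a set limit, near screen average plus 3 SD, cut at about 150% in these data; inconclusive means fewer than 70 cells counted for the yeast strain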;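 further: median GFP channel fluorescence of the gated AGP1 strain per well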
# CIT2 TOR yeast: alters CIT2-GFP fluorescence in TOR pathway yeast screen | S. cerevisiae CIT2-GFP strain, flow cytometry, 3 h; 100 means same as DMSO wells | GFP response vs DMSO, % at 10 µM | 0.065% of 320,000 active | AID 2029;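 active means GFP response relative to DMSO above a set limit, near the screen mean plus 3 SD, cut at about 150% in these data; inconclusive means Fewer than 70 cells measured for a yeast strain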;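 further: ratio of well median GFP fluorescence to mean of DMSO wells on the plate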
# RPL19A-GFP yeast: yeast TOR pathway RPL19A-GFP modulation | AID 2025 | 0.3% of 330,000 active | percent response vs DMSO, % at 10 µM | S. cerevisiae RPL19A-GFP strain, flow cytometry, 3 h; stronger effect = lower value;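 active means percent response vs DMSO below 50%; inconclusive means fewer than 70 events counted for the yeast strain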;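 further: median channel GFP fluorescence of the barcoded RPL19A-GFP strain; ratio of sample median GFP to plate DMSO average so 100% = DMSO; lower means less RPL19A-GFP as with rapamycin TOR inhibition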
# LAP4 TOR yeast: yeast TOR pathway LAP4-GFP modulation. GFP response vs DMSO, % at 10 µM. S. cerevisiae LAP4-GFP multiplex, flow cytometry GFP, 3 h; median GFP as percent of DMSO wells. 0.34% of 320,000 active. AID 2023;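 active means GFP response vs DMSO above a set limit, about the screen mean plus 3 SD, cut at about 150% in these data; inconclusive means under 70 cell events counted for the yeast strain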
# GRK2 inh: human GRK2 inhibition via aptamer displacement; P25098; bead flow cytometry, FAM-aptamer displacement from GRK2; inhibition of aptamer binding, % at 10 µM; 0.59% of 330,000 active; AID 488847;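 active means inhibition of aptamer binding above 40%, roughly 3 SD of noise, on plates passing a quality check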;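 further: median bead fluorescence of bound FAM aptamer so fluorescent compounds give negative values; no value below 0 was filed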
# GASC-1 inh: human JMJD2C demethylase inhibition; Q9H3R0; GST-JMJD2C(1-420) H3K9me3 demethylation, DELFIA europium; inhibition, % at 2.35 µM; 0.069% of 330,000 active;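 active means more than half of a compound's replicate wells show inhibition beyond 50%, single wells judged on their own value; inconclusive means some, but no more than half, of replicates pass 50% inhibition; inactive means no replicate passes 50% inhibition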;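 further: signal counts dimethyl H3K9 product captured on neutravidin plate; 0% = median of DMSO wells and 100% = 0.3 times that DMSO median; strong numbers were not always called active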
# MEP2-GFP yeast: yeast TOR pathway MEP2-GFP modulation | S. cerevisiae MEP2-GFP strain, flow cytometry GFP, 3 h; 100% = DMSO control level | GFP response vs DMSO, % at 10 µM | 0.51% of 330,000 active;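 active means GFP response versus DMSO above a set limit, roughly screen mean plus 3 SD, cut at about 180% in these data; inconclusive means fewer than 70 cells counted for a yeast strain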;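 further: median GFP fluorescence of the barcode-gated MEP2-GFP cells per well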
# Starred values were filed as active, the others as inactive; i = inactive; ? = inconclusive; . = not tested or not shown; & = joins results of further samples; [ ] = remark or other dose.
MEP2-GFP yeast	CIT2 TOR yeast	LAP4 TOR yeast	VLA-4 inh	GASC-1 inh	SMILES	AGP1-GFP MLPCN	RPL19A-GFP yeast	GRK2 inh
86.7	96.3	88.1	13.6	1.0	COc1c2c(cc3oc(CO[C@@H]4O[C@H](CO)[C@@H](O)[C@H](O)[C@H]4O)cc(=O)c13)O[C@H](C(C)(C)O)C2	96.9	94.4	1.0
97.6	96.4	101.5	5.9	0.2	COc1ccc(CN(C)C(=O)COC(=O)c2c(C)nn(-c3ccc(F)cc3)c2Cl)cc1	100.5	98.6	1.0
99.7	114.4	106.2	15.3	12.5	CSCCC(NC(=O)CCN1C(=O)c2ccccc2C1=O)C(=O)O (stereo unspecified)	108.9	103.5	0.0
94.3	95.9	97.7	0.1	10.7	CCCCS/C(N)=N/N=C/c1ccccc1O	92.3	94.0	0.0
90.0	81.6	92.7	2.7	14.1	CCCCn1c(=O)[nH]c(=O)c2c1nc(-c1ccc(-c3ccccc3Br)o1)n2CCOC	83.4	93.3	0.0
100.6	93.7	102.0	21.3	0.1	CN(C)C(=O)N1CCCC(C(=O)NCCc2ccccc2)C1 (stereo unspecified)	105.0	99.0	1.0
99.7	93.3	95.8	12.0	3.1	CN(C)CCNc1oc(-c2ccccc2Cl)nc1S(=O)(=O)c1ccccc1	101.0	99.3	0.0
98.4	103.8	100.3	13.8	-15.5	COc1ccc(C2=NCCc3cc(OC)c(OC)cc32)cc1OC	105.9	102.5	2.0
95.4	92.3	101.0	3.6	-12.5	COc1ccc(CN2CCN(C(=O)c3ccc(-c4ccccc4)cc3)CC2)c(OC)c1OC	96.6	94.0	1.0
102.6	101.2	101.3	8.3	9.9	CC(=O)NC12CC3CC(C1)CC(C(=O)N(C)CC(=O)Nc1ccccc1Cl)(C3)C2	102.6	100.4	0.0
110.3	94.7	107.9	-19.9	56.2*	Cc1cc(N2C(=O)C(=O)/C(=C(/O)c3ccc(F)cc3)C2c2cccc(Br)c2)no1 (stereo unspecified)	91.9	93.7	1.0
104.7	106.1	104.8	-6.5	4.0	CNNC(=S)Nc1ccc(Cl)cc1	110.6	100.4	0.0
95.2	101.8	100.0	5.3	-4.9	Cc1nc(N)[nH]c(=O)c1CC(=O)OCCCl	106.9	97.9	0.0
103.7	108.3	104.3	-6.1	2.2	c1ccc(-c2nc(-c3cccs3)[nH]c2-c2ccccc2)cc1	102.3	103.5	2.0
105.1	92.6	110.9	0.0	-0.5	CCCCN(C(=O)c1cccs1)c1c(N)n(Cc2ccccc2)c(=O)[nH]c1=O	101.1	95.4	0.0
112.0	103.6	103.5	13.8	-2.5	C[C@]12C[C@H](O)[C@@H]3c4ccc(O)cc4CCC3[C@@H]1CCC2=O (stereo partly specified)	100.9	96.5	0.0
90.3	79.6	108.2	-6.4	1.8	Cc1ccc(N2C(=O)CC(Cc3cccc(C)c3)C2=O)cc1 (stereo unspecified)	98.1	93.0	3.0
103.0	102.2	93.9	2.9	-0.7	O=C(NCCCN1CCCC1=O)c1ccc2c(=O)n(-c3ccc(F)cc3)c(=S)[nH]c2c1	98.7	106.7	0.0
91.7	91.2	131.5	20.2	8.9	CCCC[C@@H](CN[C@H](C)CNC)NCC1CCC(C(C)(C)C)CC1 (stereo partly specified)	91.4	99.6	0.0
101.6	101.3	105.7	10.3	-4.6	O=C(COc1ccc(/C=N/NS(=O)(=O)c2ccccc2)cc1)Nc1cccc(Cl)c1	97.9	101.8	1.0
88.4	82.0	94.6	3.4	?	CC(O)(CS(=O)(=O)Cc1ccccc1)C(=O)Nc1cccc(C(F)(F)F)c1 (stereo unspecified)	88.7	88.2	0.0
97.3	106.2	90.0	-3.5	-19.0	O=C1/C(=C/c2ccccn2)SC(=S)N1c1ccc(O)cc1	98.7	97.0	0.0
108.5	112.5	93.9	14.4	-11.7	COc1cccc(CN2CCNC(=O)C2CC(=O)N(C)C2CCCCC2)c1OC (stereo unspecified)	106.9	106.8	1.0
109.5	103.8	103.9	i	3.2	CCOc1ccccc1CNC(=O)c1ccccc1NC(=O)C1=CSCCO1	101.7	99.6	0.0
98.0	95.7	97.9	11.8	-2.8	O=C(CSc1nnc(-c2cccs2)n1-c1cccc(Cl)c1)c1cccc2c1OCCO2	102.6	99.5	0.0
105.2	107.5	95.4	-0.3	1.9	CCC(CO)Nc1ncc([N+](=O)[O-])cc1C#N (stereo unspecified)	99.1	103.6	1.0
101.0	98.0	97.3	5.8	-2.9	Cc1ccc2[nH]c3c(=O)n(CC(=O)NCCCN(C)Cc4ccccc4)ncc3c2c1	104.6	101.3	0.0
103.1	95.4	88.3	7.5	?	CC1(C)Cc2c(sc(NC(=O)C(=O)N3CCCC3)c2C#N)CO1	92.1	94.4	0.0
96.7	97.9	112.5	-4.8	-1.1	CCOc1ccc(N2C(=O)CC(NNc3nc4ccccc4s3)C2=O)cc1 (stereo unspecified)	111.2	99.1	0.0
92.6	100.8	104.3	-4.8	1.1	CCOc1ccc(S(=O)(=O)N2CCCC(C(=O)NCc3ccncc3)C2)cc1C (stereo unspecified)	104.1	101.0	0.0
95.4	88.2	101.8	-13.0	0.0	Cn1c[n+](C)cc1/C=N/O	96.8	97.9	2.0
107.8	105.6	104.5	2.1	-1.8	O=C(CC(=O)Nc1ccc(F)cc1F)Nc1ccc(F)cc1F	98.7	100.7	2.0
99.6	108.7	106.2	-0.3	-9.5	COc1cccc(CNC(=O)CCC2CCCN(C(=O)c3cccc(Cl)c3)C2)c1 (stereo unspecified)	105.6	96.1	0.0
104.8	100.3	104.3	7.4	42.6	COc1ccc(C2C(C(=O)Nc3cc(C)on3)c3ccccc3C(=O)N2C)cc1 (stereo unspecified)	99.6	105.0	0.0
95.2	101.4	104.2	10.2	-37.0	O=c1c(N2CCOCC2)c(N2CCOCC2)c1=O	106.5	95.5	2.0
105.0	98.2	95.2	-10.8	-2.9	Cc1cccc(N2CCN(Cc3nc(-c4cccc(Oc5ccccc5)c4)oc3C)CC2)n1	103.5	105.5	1.0
96.8	96.6	95.3	-272.4	-3.7	O=C(N/N=C/c1cccs1)c1cc(-c2ccncc2)nc2ccccc12	98.9	94.9	0.0
109.0	94.4	102.5	.	0.9	CCCCN(C)C(=O)Cc1c(OC)ccc2cc(Br)ccc12	99.8	103.0	0.0
114.9	91.3	93.8	0.2	24.6	CC1CCCC(C)N1/N=C/c1ccccc1Br (stereo unspecified)	88.7	106.3	0.0
97.5	101.4	110.2	21.1	-11.6	CC(NCCN(C)C)C(=O)C12CC3CC(CC(C3)C1)C2 (stereo unspecified)	105.1	102.5	0.0
94.2	106.4	91.0	0.0	3.6	Cc1ccc(S(=O)(=O)N(c2ccccc2)C2CCS(=O)(=O)C2)cc1 (stereo unspecified)	98.7	96.6	4.0
95.1	95.3	86.3	-2.0	9.0	COc1ccc(N(C(=O)c2cnccn2)C(C(=O)NC2CCCCC2)c2cc(OC)c(OC)c(OC)c2)cc1 (stereo unspecified)	95.1	97.7	2.0
97.3	86.8	116.0	-6.3	-7.6	CCCNC(=O)c1ccc2c(=O)n3c(-c4ccc(C)cc4)csc3nc2c1	90.5	100.6	4.0
101.8	98.7	96.6	26.2	-6.0	CC(C)CC(=O)NCCCN1CCN(CCCNC(=O)CC(C)C)CC1	105.3	98.9	0.0
107.8	104.0	91.5	0.6	-3.8	COc1ccccc1N/C=C1/Sc2cc(Cl)ccc2NC1=O	97.7	104.3	0.0
98.0	96.0	89.3	7.3	18.0	CCOc1ccccc1NC(=O)C1C2CCC(O2)C1C(=O)O (stereo unspecified)	94.2	97.6	10.0
110.4	105.3	102.1	-17.0	-0.4	O=C(COC(=O)COc1ccccc1)Nc1ccc(Br)cc1Br	103.4	97.2	1.0
101.9	135.0	95.9	-6.3	-3.7	CC(C)(C)c1ccc(/C=N/NC(=O)CN2CCS(=O)(=O)CC2)cc1	108.6	94.8	3.0
112.7	105.6	112.2	9.9	12.1	O=S(=O)(c1ccc2oc(=S)[nH]c2c1)N1CCOCC1	109.1	112.5	1.0
103.8	100.8	89.2	13.3	9.4	C/C(=N\NC(=O)c1nc2ccccn2c1C)c1ccc2c(c1)OCO2	105.3	113.1	4.0
104.9	109.0	89.7	10.0	0.3	Cc1ccc(N(CC(=O)NC2CCCC2)C(=O)c2nsc(Cl)c2Cl)cc1	103.7	105.5	3.0
104.7	95.3	99.7	11.6	-9.8	Cc1ccc(N(CCC#N)C(=O)COC(=O)c2ccccn2)cc1	95.9	97.6	1.0
100.0	90.3	84.3	-4.7	9.5	O=C(Nc1cc(C(F)(F)F)ccc1N1CCCCC1)c1ccco1	90.7	91.3	0.0
108.8	106.3	106.6	-2.1	-2.8	CC(=O)c1ccc(OCC(=O)NCC2(N3CCCCC3)CCCCC2)cc1	110.3	105.9	0.0
101.8	93.8	103.9	9.7	-8.6	CN(CC(=O)NCCc1ccc(Cl)cc1)S(=O)(=O)c1ccc2c(c1)c(=O)n(C)c(=O)n2C	98.8	102.2	10.0
106.2	102.1	108.0	-0.9	0.9	CCN(CC)c1ccc(NC(=O)CCc2nnc3ccc(N4CCCCC4)nn23)c(C)c1	106.2	97.8	0.0
102.0	102.1	93.4	4.8	11.9&27.5	CN(C)S(=O)(=O)c1cccc(-c2nnc(SCc3cc(Cl)cc4c3OCOC4)n2N)c1	99.4	99.9	4.0
103.9	100.7	95.8	-9.3	-3.5	Cc1ccc(-c2nnc(NCc3ccccc3)c3ccccc23)cc1	101.8	106.1	2.0
99.7	97.7	107.6	-11.2	-4.8	COC(=O)COc1ccc2c(c1C)O/C(=C\c1ccco1)C2=O	90.1	100.2	15.0
95.7	93.0	92.4	3.3	-0.5	Cc1ccc(-c2cc(C)nc3nc(N)nn23)cc1	97.3	99.9	1.0

# Looked up by compound from the entries so far, 4 records:
MEP2-GFP yeast	CIT2 TOR yeast	LAP4 TOR yeast	VLA-4 inh	GASC-1 inh	SMILES	AGP1-GFP MLPCN	RPL19A-GFP yeast	GRK2 inh
95.4	92.3	101.0	3.6	-12.5	COc1ccc(CN2CCN(C(=O)c3ccc(-c4ccccc4)cc3)CC2)c(OC)c1OC	96.6	94.0	1.0
86.7	96.3	88.1	13.6	1.0	COc1c2c(cc3oc(CO[C@@H]4O[C@H](CO)[C@@H](O)[C@H](O)[C@H]4O)cc(=O)c13)O[C@H](C(C)(C)O)C2	96.9	94.4	1.0
95.2	101.4	104.2	10.2	-37.0	O=c1c(N2CCOCC2)c(N2CCOCC2)c1=O	106.5	95.5	2.0
95.1	95.3	86.3	-2.0	9.0	COc1ccc(N(C(=O)c2cnccn2)C(C(=O)NC2CCCCC2)c2cc(OC)c(OC)c(OC)c2)cc1 (stereo unspecified)	95.1	97.7	2.0

# Next part
MEP2-GFP yeast	CIT2 TOR yeast	LAP4 TOR yeast	VLA-4 inh	GASC-1 inh	SMILES	AGP1-GFP MLPCN	RPL19A-GFP yeast	GRK2 inh
101.8	105.8	101.5	-5.1	16.7	CN(C1CCCCC1)S(=O)(=O)c1ccc(Cl)c(C(=O)O)c1	107.0	100.6	0.0
166.1[may fluoresce violet]	?	84.7[may fluoresce violet]	1.0	4.8	Cc1ccc(CNS(=O)(=O)/C=C/c2ccc3c(c2)OCO3)cc1	?	60.8[may fluoresce violet]	1.0
111.8	115.5	104.6	8.4	22.1	CNC(=S)Nc1cc(Cl)ccc1Oc1ccccc1	114.0	108.4	2.0
94.3	93.8	98.1	-2.0	9.7	Cc1cc(NC(=O)C2COc3ccccc3O2)no1 (stereo unspecified)	93.9	96.8	0.0
104.0	96.2	89.9	10.9	1.2	Cc1cccc(C)c1NC(=O)C(c1cccs1)N(Cc1ccco1)C(=O)Cn1nnc2ccccc21 (stereo unspecified)	99.5	98.4	1.0
98.0	88.1	102.2	-23.7	-0.4	COc1ccc(S(=O)(=O)NCCSC(C)(C)C)c(Cl)c1Cl	101.1	98.3	0.0
